Screens: PubChem, National Center for Advancing Translational Sciences (NCATS)
APEX1 inh – blocks human APE1 abasic DNA cleavage; P27695; recombinant APE1, TAMRA/BHQ-2 abasic DNA cleavage fluorescence; Potency, µM (highest dose often 65.8 µM), for inactives: at the highest dose activity change, negative = inhibition, usual class: inhibitors; 0.35% of 350,000 active; AID 2517;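 also: potency is read from the fitted curve at half-maximal effect; plate controls were vehicle for no effect and reference inhibitor for full effect; nearly all actives have a fitted effect of over 55% in size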
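Substrate: short duplex with […] THF abasic site, 5'-TAMRA and 3'-BHQ-2, 50 nM final. APE1 at 0.75 nM, preincubated 15 min RT with compound. Fluorescence increase from first to third read measured activity.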
Anesthetic bind – binds horse apoferritin like a general anesthetic. P02791. apoferritin/1-aminoanthracene competitive binding, fluorescence. Potency, µM (titrated, usually from 77.5 µM), for inactives: at the highest dose activity change, negative = displacement, most hits filed as inhibitors. 0.074% of 350,000 active. AID 485281; also: potency is read from the fitted curve at half-maximal effect; % is scaled to controls: 0 for no effect and ±100 for the full control effect; nearly all actives have a fitted effect of over 20% in size
Target sequence (P02791 2-175 limits assumed): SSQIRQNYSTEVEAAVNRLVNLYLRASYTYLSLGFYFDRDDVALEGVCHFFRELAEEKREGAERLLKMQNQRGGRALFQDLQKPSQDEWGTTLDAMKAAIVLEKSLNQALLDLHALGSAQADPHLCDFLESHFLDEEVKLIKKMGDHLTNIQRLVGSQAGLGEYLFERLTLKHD
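Probe: 1-aminoanthracene (50% saturated, PBS). Protein: horse-spleen apoferritin, 10 uM. Incubation: 10 min, room temperature. Detection: 380 nm excitation, 535 nm emission. Analysis: normalized response, four-parameter Hill.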
BLM helicase inh – blocks DNA unwinding by human BLM helicase | P54132 | recombinant BLM DNA unwinding, fluorescence dequenching | Potency, µM (highest dose often 56.1 µM), inactives show at the top dose activity change, negative = inhibition, actives largely listed as inhibitors | 0.2% of 350,000 active;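 also: potency is read from the fitted curve at half-maximal effect; plate controls were vehicle for no effect and no enzyme for full effect; nearly all actives have a fitted effect of over 35% in size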
Glioma ERSR ind – ER stress response induction in glioma. U87-MG GRP78 promoter luciferase reporter, 16 h. Potency, µM, for inactives: top-dose activation, hits mostly activators. 0.02% of 420,000 active. AID 602332; also: potency is read from the fitted curve at half-maximal effect; series mostly up to about 76 µM; % of control where 0% means no effect; nearly all actives have a fitted effect of over 35% in size
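Stably transfected U87-MG human glioma cells carrying a GRP78-based luminescent sensor were seeded at 1000 cells/well, pin-dosed with compounds and incubated 16 h. Luciferase reagent was then added, and end-point luminescence was read after 10 min at room temperature.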
Pol eta inh – blocks human DNA polymerase eta activity. Potency, µM (series often up to 114 µM), inactives show at the highest dose activity change, negative = inhibition, actives largely listed as inhibitors. recombinant Pol eta, fluorescent DNA replication assay. Q9Y253. AID 588591. 1.2% of 390,000 active; also: potency is read from the fitted curve at half-maximal effect; % is scaled to controls: 0 for no effect and ±100 for the full control effect
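Pol eta (10 nM) was preincubated with compounds for 15 min at room temperature, after which fluorescent replication substrate (50 nM final) was added to start the reaction. Fluorescence was read kinetically at 0 and 10 min.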
LDHA inh – LDHA (human) enzyme inhibition; 0.15% of 480,000 active; AID 1347041; purified LDHA, NADH/diaphorase-resazurin fluorescence; stronger effect = lower value; activity change, % (values are at about 110 or 230 µM); in the data active = activity change below about -30%; inconclusive = mostly about -25% to -30%;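 also: plate controls were DMSO wells for no effect and wells without enzyme for full effect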
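LDH5 2 nM; NADH 0.06 mM, pyruvate 0.2 mM; 200 mM Tris pH 7.4, EDTA, Tween-20; 5 min RT. Detection: diaphorase 0.133 mg/mL + resazurin 37 µM, fluorescence ex540/em590 at 0 and 20 min; normalized to enzyme-free and DMSO wells.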
POLB inh – blocks human DNA polymerase beta activity; AID 485314; 1.3% of 340,000 active; Pol beta primer extension/strand displacement, fluorescence kinetic; Potency, µM (doses to about 114 µM), inactives show top-dose activity change, negative = inhibition, most hits filed as inhibitors; P06746; also: potency is read from the fitted curve at half-maximal effect; % is scaled to controls: 0 for no effect and ±100 for the full control effect
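Preincubation: enzyme (10 nM) with compound, 15 min, RT. Reaction: substrate added to 50 nM final. Reads: 0 and 10 min. Analysis: normalized, Hill fit.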
Pol iota inh – DNA polymerase iota (human) inhibition; Pol iota fluorescent replication assay, 10 min; Potency, µM (titrated, usually from 115 µM), for the others: top-dose activity, negative = inhibition, hits mostly inhibitors; 1% of 390,000 active; AID 588590; also: potency is read from the fitted curve at half-maximal effect
Target sequence (Q9UNA4 whole entry, looked up): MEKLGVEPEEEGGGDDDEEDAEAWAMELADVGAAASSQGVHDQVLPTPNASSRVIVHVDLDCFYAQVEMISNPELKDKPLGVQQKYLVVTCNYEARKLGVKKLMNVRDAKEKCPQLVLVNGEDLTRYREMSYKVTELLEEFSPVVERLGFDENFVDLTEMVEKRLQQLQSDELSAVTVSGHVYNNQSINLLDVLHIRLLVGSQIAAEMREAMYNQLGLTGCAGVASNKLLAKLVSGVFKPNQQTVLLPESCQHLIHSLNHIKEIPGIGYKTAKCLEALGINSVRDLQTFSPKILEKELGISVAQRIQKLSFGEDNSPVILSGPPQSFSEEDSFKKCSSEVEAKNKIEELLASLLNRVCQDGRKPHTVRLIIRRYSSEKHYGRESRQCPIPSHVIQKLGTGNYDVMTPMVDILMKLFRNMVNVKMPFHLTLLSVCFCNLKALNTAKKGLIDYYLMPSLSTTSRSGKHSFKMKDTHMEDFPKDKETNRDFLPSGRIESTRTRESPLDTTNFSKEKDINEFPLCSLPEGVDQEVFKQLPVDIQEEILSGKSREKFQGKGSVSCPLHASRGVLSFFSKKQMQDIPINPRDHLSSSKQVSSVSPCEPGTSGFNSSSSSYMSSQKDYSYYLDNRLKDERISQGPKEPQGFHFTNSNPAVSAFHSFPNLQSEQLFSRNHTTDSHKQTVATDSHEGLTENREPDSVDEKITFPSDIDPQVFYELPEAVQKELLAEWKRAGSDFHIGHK
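Pol iota at 10 nM preincubated 15 min with compounds at room temperature; reaction started with fluorescent substrate, 50 nM final. Fluorescence read kinetically at 0 and 10 min; buffer-only wells as negative control.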
POLK inh – inhibitors of human DNA polymerase kappa | purified Pol kappa, fluorescent DNA synthesis assay, 10 min | Potency, µM (titrated, usually from 107 µM), for inactives: at the top dose activity, negative = inhibition, most hits filed as inhibitors | Q9UBT6 | 0.53% of 400,000 active; also: potency is read from the fitted curve at half-maximal effect; % is scaled to controls: 0 for no effect and ±100 for the full control effect
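Inhibition of 10 nM Pol kappa is measured by a fluorescent read-out at 0 and 10 min following addition of 50 nM substrate (final), with a 15-min room-temperature compound preincubation.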
Active calls of the source: *; u = inconclusive; x = not tested or not shown; & = joins results of further samples; [ ] = dose if it differs, or a comment. Unless noted, calls follow the shape of the dose curve; as a rule, active = well fitted curve in the direction sought with a large enough effect; inconclusive = small, poorly fitted or top-dose-only effect, or another doubt; inactive = no such curve, though single readings can be large; an effect the other way counts as inactive or inconclusive. Not all compounds are listed (hit frequency here may not be typical).

SMILES	APEX1 inh	Anesthetic bind	BLM helicase inh	Glioma ERSR ind	Pol eta inh	LDHA inh	POLB inh	Pol iota inh	POLK inh
C=CCC[C@H](Cc1ccc(F)cc1)C(=O)OC[C@H](Cc1c[nH]c2ccccc12)NC(=O)[C@@H](CC=C)CC(=O)NCCO	-18%	x	x	-5%	-22%	5	x	25%	-12%
O=C(NCC1CCCO1)c1ccc2c(=O)n(CC3CCCO3)c(SCC(=O)N3CCCC3)nc2c1 (stereo unspecified)	22%	-1%	1%	-4%	-18%	4	2%	6%	-9%
CCN(CC(=O)Nc1ccccc1OC)C(=O)CSCC(=O)Nc1cccc(C)c1	x	x	x	-3%	-17%	-1	x	31%[activator]	-1%
C=CCn1c(-c2ccncc2)n[nH]c1=S	9%	-3%	-4%	-2%	-8%	-6	u	-6%	-14%
O=C(c1ccc2c(c1)OCO2)N(CC1CCCO1)C1(C(=O)NC2CCCCC2)CCCCC1 (stereo unspecified)	-2%	-15%	-14%	-17%	-11%	-5	5%	35%[activator]	-19%
COc1cc(OC)cc(C(=O)Nc2ccc3nc4n(c(=O)c3c2)CCCC4)c1	2%	5%	-4%	2%	-3%	-9	19%	20%	-13%
CCOC(=O)c1c(-c2ccc(C)cc2)csc1NC(=O)c1cc(=O)c2cc(Cl)ccc2o1	x	-13%	0%	-5%	-5%	3	12%	34%[activator]	16%
CN(C)C(=O)N1CCN(C(=O)N(C)C)CC1	1%	-15%	2%	-8%	5%	-11	20%	5%	-11%
O=C(CN1CCOCC1)NCCNC(=O)CN1CCOCC1	-2%	8%	-6%	-3%	-4%	-2	13%	6%	2%
CCOc1ccc(C(=O)Nc2cccc(-c3cc4ccccc4oc3=O)c2)cc1[N+](=O)[O-]	-11%	u	-10%	-6%	u	-4	-2%	u	-3%
COC(=O)C1=C(C)NC(C)=C(C(=O)OC)C1c1cc2ccc(C)cc2[nH]c1=O	1%	-13%	-2%	-7%	-5%	0	21%	46%[activator]	-2%
CCc1nn(C)c(N)c1C	0%	0%	-4%	-5%	-12%	-1	-29%	-17%	3%
O=[N+]([O-])c1ccccc1OCCNCc1ccccc1	6%	-17%	-4%	4%	-18%	-16	u	39%	-1%
COc1ccc(NC(=O)NCCN2CCN(c3cc(OC)ccc3OC)CC2)cc1	15%	-3%	-3%	-3%	-12%	1	29%	25%	1%
Cc1cc(-c2ccccc2)nc(Nc2nc3c(C)cccc3c(=O)[nH]2)n1	x	x	x	9%	45µM*	-1	x	17%	-3%
Nc1nc2c(cnn2CCc2ccccc2)c2nc(-c3ccco3)nn12	-8%	-3%	-8%	-5%	x	x	x	x	-7%[60.1 µM]
Cc1ccc(-n2ncc3c2CCCC3NC(=O)CCN2CCCC2=O)cc1C (stereo unspecified)	-3%	4%	2%	0%	4%	-1	21%	27%	8%
O=C1CCN(C(=O)Nc2ccccc2)N1	8%	-12%	-1%	3%	-13%	-8	-12%	-2%	5%
Nc1nnn(CC(=O)N/N=C/c2ccco2)n1	1%	2%	-6%	-6%	-3%	-4	0%	8%	-16%
CCOC(=O)c1ccc(NC(=O)CSc2nnc(C)n2-c2ccccc2)cc1	-11%	-15%	-5%	-3%	-11%	-2	1%	21%	-2%
CCn1cc(CN2CCC(n3nccc3NC(=O)C3CCCC3)CC2)cn1	9%	-6%	-1%	0%	-18%	0	1%	25%	-1%
NC(=O)CC(NC(=O)c1ccc(Br)cc1)c1ccc(N2CCN(c3ccccn3)CC2)c([N+](=O)[O-])c1 (stereo unspecified)	1%	-23%	-3%	0%	-3%	-3	-1%	-18%	8%
N#Cc1cc(-c2ccccc2)oc1/N=C/c1ccccc1O	-1%	8%	-1%	2%	7%	2	1%	-2%	-4%
COc1ccc(-c2nc(N)nc(C)c2-c2ccc(Cl)cc2)c(O)c1	-4%	-18%	-11%	-7%	-22%	4	10%	13%	9%
S=c1[nH]nc(-c2ccccc2Cl)n1CC1CCCO1 (stereo unspecified)	5%	1%	0%	-5%	-11%	-6	1%	-7%	-8%
CCOc1ccc(NC(=O)CCN2CCN(c3ccccc3)CC2)cc1	-2%	3%	-4%	-3%	-8%	-2	-15%	19%	3%
Cc1noc(/C=C/N(C)C)c1S(=O)(=O)N1CCCC(C(=O)NCc2ccco2)C1 (stereo unspecified)	3%	-14%	-3%	-4%	1%	-2	8%	u	-38%
CC1Cc2cc(/C=C3/SC(=S)N(C)C3=O)ccc2O1 (stereo unspecified)	u	-2%	-1%	3%	-6%	-10	-26%	17%	6%
Cc1ccc(-c2onc(C)c2C)cc1S(=O)(=O)Nc1cccc(Cl)c1C	x	2%	-12%	-4%	-10%	7&1	-11%	-20%	-20%
CC[C@]1(O)C[C@@H]2CN(CCc3c([nH]c4ccccc34)[C@](C(=O)OC)(c3cc4c(cc3OC)N(C)[C@H]3[C@](O)(C(=O)OC)[C@@H](C(=O)OC)[C@@]5(CC)C=CCN6CC[C@@]43[C@@H]65)C2)C1	-7%	x	4%	-3%	x	x	x	x	-10%[19.4 µM]
O=C(Cn1ncc(Cl)c(Cl)c1=O)NC(=O)NC1CCCCC1	-6%	x	x	-14%	u	-3	x	u	-15%
CCOc1ccc(C(=O)N[C@H](C(=O)Nc2cccc(S(=O)(=O)N3CCOCC3)c2)C(C)C)cc1	14%	x	x	-2%	-18%	-4	x	24%	1%
CN(C)/C=C(\C#N)S(=O)(=O)c1ccccc1	4%	-5%	-3%	-4%	2%	-8	51%	-10%	-2%
O=C(CNCC1CCCO1)N1CCN(S(=O)(=O)c2ccc3ccccc3c2)CC1 (stereo unspecified)	2%	-6%	5%	-5%	-19%	-19	1%	5%	-2%
COc1ccc(-c2[nH]ncc2-c2csc(C)n2)c(O)c1	16%	4%	4%	-3%	-6%	2	34%	19%	-7%
Cc1ccc(CNC(=O)c2cccc3c2C(=O)c2ccc(N4CCC(C)CC4)cc2S3(=O)=O)cc1	1%	x	x	-2%	-1%	-5	x	-11%	-2%

A few values from the list.
Cc1ccc(-c2onc(C)c2C)cc1S(=O)(=O)Nc1cccc(Cl)c1C in POLB inh → -11%
CC1Cc2cc(/C=C3/SC(=S)N(C)C3=O)ccc2O1 (stereo unspecified) in POLB inh → -26%
CN(C)/C=C(\C#N)S(=O)(=O)c1ccccc1 in APEX1 inh → 4%

(cont.)
SMILES	APEX1 inh	Anesthetic bind	BLM helicase inh	Glioma ERSR ind	Pol eta inh	LDHA inh	POLB inh	Pol iota inh	POLK inh
CN(C(=O)COC(=O)c1cccnc1Cl)C1CCCCC1	49%[activator]	x	x	0%	-3%	1	x	74%[activator]	-3%
Cc1nnc(N2CCCC(C(=O)Nc3cc(F)ccc3F)C2)c2nn(-c3ccccc3)c(C)c12 (stereo unspecified)	6%	-24%&-16%	-2%&2%	-10%&-4%	u	2&4	-6%&-20%	-10%&29%	4%&4%
c1ccc(CC2CCN(c3nc4ccccc4n4cnnc34)CC2)cc1	9%	25%	-18%	-1%	-3%	5	-1%	3%	-7%
CC1CCCCN1S(=O)(=O)c1coc(C(N)=O)c1 (stereo unspecified)	u	-12%	2%	-1%	-6%	-19	-14%	-13%	-20%
CCOc1ccc(/C=C(\C#N)C(=O)c2c(C)[nH]c3ccccc23)cc1OC	-4%	u	-10%	2%	-18%	0	-1%	122%[activator]	-5%
COc1cc(NC(=O)CCCC(=O)OCC(F)(F)C(F)F)nc(OC)n1	-4%	-14%	1%	-4%	8%	0	13%	7%	-5%
COc1cc(C(=O)OCc2cccc(OC)c2OC)ccc1OCC(=O)N1CCOCC1	19%	x	x	0%	-7%	-1	x	4%	2%
Cc1onc(-c2c(Cl)cccc2Cl)c1C(=O)N=S(C)(=O)c1ccccc1 (stereo unspecified)	-7%	-2%	2%	-2%	-13%	1	-1%	4%	3%
COc1ccc(CNCC(O)COc2cccc3c2OC(C)(C)C3)cc1 (stereo unspecified)	2%	-6%	1%	-3%	-11%	2	2%	131%[activator]	-4%
COC(=O)CCc1nc2ccccc2nc1OC	6%	-5%	4%	-4%	2%	-7	21%	145%[activator]	-13%
CC(=O)Nc1ccc2nc(NS(=O)(=O)c3ccc(C)cc3)sc2c1	9%	-3%	-3%	-1%	-3%	-3	-3%	124%[activator]	-9%
CCn1c(Cl)c(C=O)s/c1=N\S(=O)(=O)c1ccccc1	5%	-7%	-8%	-18%	-13%	-7	u	u	-14%
O=C(NCc1ccccn1)C1CCCCC1	13%	-1%	-2%	0%	-1%	3	-1%	55%[activator]	0%
Cc1c(CCC(=O)O)c(=O)oc2cc3occ(-c4ccc(Br)cc4)c3cc12	-13%	-2%	-7%	-2%	u	-1	u	u	-13%
CCO[C@@H]1OC(C(=O)N2CCN(Cc3ccc4c(c3)OCO4)CC2)=C[C@H](C2CC2)[C@H]1CCCO	1%	-8%	-1%	-4%	-18%	-8	1%	26%	1%
CCOc1ccc2nc(NCCNC(=S)NCCCN(C)C)c(C#N)cc2c1	-7%	106%[activator]	-2%	4%	-7%	2	0%	-10%	-5%
COC(=O)Cc1ccc2c3ccccc3n(C)c2c1	-5%	-13%	-1%	8%	-8%	2	23%	-16%	-9%
COc1cc(NC(=O)Cc2nn(C)c(=O)c3ccccc23)cc(OC)c1OC	8%	-4%	4%	0%	-7%	0	1%	19%	0%
O=C(CSc1ccc(Cl)cc1)Nc1ccc(N2CCN(C(=O)c3ccc(Cl)cc3)CC2)cc1	-2%	-6%	-5%	-3%	-8%	6	u	-14%	5%
COc1ccc(S(=O)(=O)Nc2c(C(=O)O)[nH]c3ccccc23)cc1OC	9%	-7%	4%	5%	-21%	2	0%	39%[activator]	-11%
